# Screening results: PubChem BioAssay, several laboratories
# FBA Mtb inh: Mtb FBA enzyme inhibitors, primary screen, biochemical, fluorescence, strain H37Rv | purified M. tuberculosis FBA, fluorescence read-out | hit rate 2.3% among 360,000 | inhibition, % at 1 µM | AID 588726, 2011; in the data active = inhibition above about 27%;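 note: 0% = vehicle and 100% = reference inhibitor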
# Target sequence (P9WQA3 whole entry, looked up): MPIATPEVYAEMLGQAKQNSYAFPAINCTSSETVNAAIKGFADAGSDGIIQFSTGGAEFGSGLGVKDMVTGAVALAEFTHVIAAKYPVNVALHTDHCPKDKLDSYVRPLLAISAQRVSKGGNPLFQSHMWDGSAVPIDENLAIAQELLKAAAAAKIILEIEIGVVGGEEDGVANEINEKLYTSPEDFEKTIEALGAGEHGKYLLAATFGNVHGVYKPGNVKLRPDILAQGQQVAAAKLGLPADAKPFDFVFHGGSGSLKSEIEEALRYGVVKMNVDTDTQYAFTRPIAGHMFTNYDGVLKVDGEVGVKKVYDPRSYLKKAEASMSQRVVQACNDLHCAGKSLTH
# GDH-TPI counter: GDH-TPI coupling enzyme inhibitors, primary screen, artefact control for M. tuberculosis FBA inhibitor project, biochemical, absorbance, full deck | GDH-TPI coupled enzyme counterscreen, NADH absorbance | inhibition, % at 4.8 µM | hit rate 1.2% among 360,000 | AID 588335, 2011; in the data active = inhibition above about 30%;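 note: 0% = DMSO wells and 100% = wells lacking the enzyme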
# FadD28 FP inh: inhibitors of FadD28 bisubstrate probe binding, primary screen, biochemical, fluorescence polarization, single point. Mycobacterium tuberculosis FadD28 fatty-acid-AMP ligase. inhibition, % at 12.5 µM. hit rate 0.22% among 360,000; in the data active = inhibition above about 8.5%, passing the limit was not always enough; inconclusive = no clear call, values can overlap the other calls
# Mtb BioA inh: M. tuberculosis BioA enzyme inhibitors, primary screen, biochemical, plate reader, single point, HTS; purified M. tuberculosis BioA enzyme; 7,8-diaminopelargonic acid synthase BioA (Mycobacterium tuberculosis); inhibition, % at 9.99 µM; hit rate 0.096% among 360,000; in the data active = inhibition above about 40%; inconclusive = no clear call, values can overlap the other calls
# Mtb UGM inh: M. tuberculosis UGM enzyme inhibitors, primary screen, biochemical, fluorescence polarization, single point | purified UGM, fluorescence polarization probe displacement | UDP-galactopyranose mutase (Mycobacterium tuberculosis (strain ATCC 25618 / H37Rv)), … | inhibition, % at 10 µM | AID 504406, 2011 | hit rate 0.06% among 320,000; in the data active = inhibition above about 10%, passing the limit was not always enough; inconclusive = no clear call, values can overlap the other calls
# Target sequence (P9WIQ1 whole entry, looked up): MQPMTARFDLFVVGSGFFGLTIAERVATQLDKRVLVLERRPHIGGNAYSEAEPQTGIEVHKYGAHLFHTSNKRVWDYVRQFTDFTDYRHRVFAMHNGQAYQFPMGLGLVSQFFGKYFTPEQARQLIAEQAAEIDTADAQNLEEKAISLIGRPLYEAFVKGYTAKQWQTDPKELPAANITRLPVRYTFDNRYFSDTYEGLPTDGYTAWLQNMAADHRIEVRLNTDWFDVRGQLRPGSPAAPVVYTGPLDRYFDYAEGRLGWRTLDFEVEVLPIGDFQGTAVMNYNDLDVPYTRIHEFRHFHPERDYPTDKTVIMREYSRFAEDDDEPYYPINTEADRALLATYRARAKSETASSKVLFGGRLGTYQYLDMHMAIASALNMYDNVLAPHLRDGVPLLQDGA
# TcdB GH inh: TcdB glycohydrolase inhibitors, primary screen, biochemical, single point, plate reader | hit rate 0.24% among 350,000 | Toxin B (Clostridioides difficile), P18177 | TcdB glycohydrolase enzymatic assay | inhibition, % at 9.99 µM; in the data active = inhibition above about 10%
# PfHsp40 yeast: rescue of yeast from PfHsp40 toxicity, primary screen, S. cerevisiae, ATP luminescence. S. cerevisiae expressing PfHsp40, growth rescue. growth rescue, % at 12.5 µM. hit rate 0.68% among 340,000; in the data active = growth rescue above about 28%, passing the limit was not always enough; inconclusive = no clear call, values can overlap the other calls;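 note: yeast W303a lacking pdr1 and pdr3 grown in galactose medium; growth measured after three days at 30 °C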
# Vc quorum ag: inducers of Vibrio cholerae quorum light production without autoinducers, primary screen, BH1578 luxS cqsA deficient, single point. V. cholerae BH1578 lux reporter, luminescence, 6 h. activation, % at 18.7 µM. hit rate 0.16% among 350,000; in the data active = activation mostly above about 9.7%, no sharp cut-off; inconclusive = no clear call, values can overlap the other calls; inactive = mostly below about 3.7%; note: not every result past the cut was called active; inactives centre near 0; reference of the scale not given here
# Y pestis TopoI: Yersinia pestis topoisomerase I inhibitors, primary screen, biochemical, cleavage product accumulation, plate reader, single point. Y. pestis Topo-I cleavage product accumulation. AID 504884, 2011. hit rate 0.064% among 360,000. activity, % at 10 µM; in the data active = activity above about 50%, passing the limit was not always enough; inconclusive = no clear call, values can overlap the other calls; note: inactives centre near 2
# * hit, by the source's call; i = inactive; ? = inconclusive; . = not tested or not shown; + = active, no number.
Compound	FBA Mtb inh	GDH-TPI counter	FadD28 FP inh	Mtb BioA inh	Mtb UGM inh	TcdB GH inh	PfHsp40 yeast	Vc quorum ag	Y pestis TopoI
CCCCOc1ccc(C(O)(CC)CCN2CCOCC2)cc1 (stereo not drawn)	0.5	-2.5	-2.3	0.4	-1.5	.	0.0	-0.3	1.1
CCOc1cc(Br)c(C(=O)O)cc1OCC	2.0	19.1	-0.5	.	0.4	.	-0.1	-0.5	-0.4
COc1ccc(C)cc1C1=Nc2ccccc2C1(C)C	-2.2	9.6	-2.0	1.3	-3.6	.	-0.2	-0.2	7.0
COC(=O)COc1ccc2oc(=O)cc(C)c2c1	6.1	2.9	-4.5	-0.9	-0.7	.	-0.4	-0.6	2.2
CC(C)CNC(=O)N[C@@H](CC(C)C)C(=O)O	-0.8	0.3	-0.3	.	-0.6	1.9	-1.4	2.1	8.4
COc1ccc(C(C)(NC(C)=O)c2nc(-c3cnc4ccccc4c3)cs2)cc1 (stereo not drawn)	-0.1	1.8	-4.6	11.6	.	1.2	.	-0.3	8.7
CCc1c(C(=O)N/N=C/c2cn[nH]c2-c2ccc(F)cc2)csc1C	-3.2	5.6	-5.2	.	0.7	.	0.3	-0.4	-5.0
CC1CCc2c(C(=O)Nc3ccc(OC(F)(F)F)cc3)csc2C1 (stereo not drawn)	-0.1	-4.0	-0.2	.	-0.7	.	0.5	i	16.3
CCOC(=O)N1CCN(c2ccccc2OC)CC1	3.2	-0.4	-1.1	.	-0.7	-0.7	0.6	-0.1	6.0
CS(=O)(=O)c1sc(C(=O)NC(=O)Nc2cccc(C(F)(F)F)c2)c2c1C=CCC2	2.5	-5.9	-2.8	.	-1.8	1.9	-0.3	-2.5	-12.0
Cn1c(Cn2c(=O)sc3ccccc32)nnc1SCC(=O)NCC1CCCO1 (stereo not drawn)	0.4	5.0	0.1	-0.9	-2.8	1.2	-0.3	-0.2	8.7
Cc1ccc(NC(=O)Cn2cc(C=O)c3ccccc32)cc1C	-0.8	-11.1	-3.5	-2.4	-2.4	2.7	0.2	-0.3	-4.7
Cc1ccc(-n2c(SCC(=O)OC(C)C)nnc2-c2ccncc2)cc1	-3.8	10.6	-1.1	2.4	1.3	.	-2.1	-0.7	5.7
CN1CCC(n2[nH]c(-c3ccccc3)c(Cc3ccccc3)c2=O)CC1	0.4	3.2	-0.2	-1.1	.	0.2	1.1	i	0.1
COc1cccc(-c2ccc(NC(=O)C3CCCN(Cc4cnn(C)c4C)C3)cc2)c1 (stereo not drawn)	1.2	13.3	-2.7	0.7	1.4	1.0	-0.3	-0.2	-7.6
CCCN(CCC)CCCNC(=O)CC1Nc2ccccc2NC1=O (stereo not drawn)	10.9	15.4	-2.1	-0.3	0.7	.	0.5	i	0.7
COc1cc(C(=O)N2CCCCC2c2cc(C(=O)N3CCOCC3)no2)cc(OC)c1C (stereo not drawn)	-2.3	-1.3	-3.6	0.6	.	-0.6	.	i	7.6
Cc1ccc(S(=O)(=O)n2nc(OC(=O)c3cccs3)cc2N)cc1	2.6	3.1	-3.0	-1.4	1.4	.	6.1	-1.9	3.4
N#CNC(=Nc1cccc(C(F)(F)F)c1)SCc1ccc(C(=O)O)cc1	3.0	6.3	0.5	-1.4	3.6	0.0	-1.3	-0.3	-3.3
CC(=O)Nc1ccc(S(=O)(=O)N2CCN(C(=O)c3ncoc3-c3ccc(F)cc3)CC2)cc1	0.4	5.7	.	0.8	-1.0	-2.2	-0.2	-0.3	2.8
CC(C)(C)C(=O)Nc1ccc(-c2csnn2)cc1	-1.2	1.1	0.1	.	2.9	0.0	-0.6	-0.7	4.2
COc1cc(/C=N/NC(=O)CC2(C)OCCCO2)ccc1OCc1ccccc1	0.2	4.1	-4.6	.	-0.9	.	-2.5	-0.2	-3.6
CCOC(=O)/C(C#N)=C\c1c(OCC)n(CC)c2ccccc12	1.2	10.0	-0.9	-1.9	-2.4	.	0.0	0.2	4.6
Cc1ccc(S(=O)(=O)Nc2cc3c(cc2N2CCOCC2)n(C)c(=O)c(=O)n3C)cc1	2.7	31.7*	0.0	-1.4	-0.2	1.3	-0.5	-0.4	0.7
Cc1ccc(NC(=O)CCC(=O)NNC(=O)c2ccccc2[N+](=O)[O-])c(C)c1	2.1	5.7	0.9	.	-1.8	1.2	1.3	-0.6	2.0

# 3 of the compounds above, with values under each structure:
# Below each SMILES: FBA Mtb inh | GDH-TPI counter | FadD28 FP inh | Mtb BioA inh | Mtb UGM inh | TcdB GH inh | PfHsp40 yeast | Vc quorum ag | Y pestis TopoI
- CCOc1cc(Br)c(C(=O)O)cc1OCC
  2.0 | 19.1 | -0.5 | . | 0.4 | . | -0.1 | -0.5 | -0.4
- Cn1c(Cn2c(=O)sc3ccccc32)nnc1SCC(=O)NCC1CCCO1 (stereo not drawn)
  0.4 | 5.0 | 0.1 | -0.9 | -2.8 | 1.2 | -0.3 | -0.2 | 8.7
- Cc1ccc(NC(=O)Cn2cc(C=O)c3ccccc32)cc1C
  -0.8 | -11.1 | -3.5 | -2.4 | -2.4 | 2.7 | 0.2 | -0.3 | -4.7

# More records.
Compound	FBA Mtb inh	GDH-TPI counter	FadD28 FP inh	Mtb BioA inh	Mtb UGM inh	TcdB GH inh	PfHsp40 yeast	Vc quorum ag	Y pestis TopoI
O=C(OCC(=O)N1CCC(Cc2ccccc2)CC1)c1cc(Cl)ccc1O	-0.1	-7.2	0.9	-0.6	2.2	3.0	-0.4	-0.4	9.3
O=C(Nc1ccccc1F)C1CCCN(S(=O)(=O)c2ccc(-n3cnnn3)cc2)C1 (stereo not drawn)	85.3*	-3.0	0.1	-0.9	3.0	0.4	0.6	0.9	-2.8
CCOC(=O)c1cc2c(=O)[nH]ccc2nc1C	119.5*	7.2	-3.6	0.0	-0.4	.	-0.2	i	2.2
CC(=O)N1c2ccc(C)cc2Sc2c1ccc1ccccc21	-1.2	0.0	-10.3	-1.6	.	-3.6	29.9*	i	25.4
COC(=O)[C@]1(C)N[C@H](CN(C)S(=O)(=O)c2ccc(OC(F)(F)F)cc2)[C@@H]2C(=O)N(C)C(=O)[C@@H]21	0.0	2.8	-2.1	-1.0	.	0.9	-0.2	-0.7	0.4
COc1ccc2c(c1)c1ncn(CC3CCCO3)c(=O)c1n2C (stereo not drawn)	+	15.4	0.3	.	-2.7	1.1	0.6	0.6	-3.0
CCCCC(=O)N(C)c1c(CC)nc2c(OCC(=O)C(C)(C)C)cccn12	-3.0	6.2	-0.4	0.6	.	0.3	.	0.8	5.4
COc1ccc(C(NC(=O)C2CCN(Cc3ccc(Oc4ccccc4)cc3)CC2)c2ccccc2C)cn1 (stereo not drawn)	-0.9	2.6	-4.5	-2.0	.	-0.4	.	i	28.6
CS(=O)(=O)c1cccc(NC(=O)c2ccc(Cl)c(Cl)c2)c1	-1.0	4.7	-3.7	.	-3.8	0.2	-0.2	-5.6	1.2
COCCNC(=O)/C(C#N)=C/c1cccc(OCc2ccccc2)c1	-0.2	-1.3	-0.8	.	0.1	1.0	-1.8	i	13.5
COc1ccc(C(=O)Nc2c(C)cc(C)cc2C)cc1OC	1.6	0.0	0.0	-0.7	1.2	-0.3	0.1	i	7.7
Clc1ccccc1OCc1nnc(-c2ccccc2)o1	1.6	0.0	0.7	.	1.0	2.3	0.1	-0.2	27.8
CCOC(=O)C(C(=O)Nc1cccc(C)c1)C1CCCCC1 (stereo not drawn)	-0.1	5.8	-4.9	.	-1.2	.	2.4	0.9	8.8
NCC(c1ccccc1)c1c[nH]c2ccccc12 (stereo not drawn)	-1.5	-2.8	-5.1	1.2	2.2	3.3	-0.7	-4.2	-21.4
COC(=O)C1=C(C)N(c2cccc(C(C)=O)c2)C(=O)C1	1.9	9.2	0.9	2.0	-1.5	.	0.4	i	6.4
CCC1(C)CC2(CCCN(CCC(O)(c3ccccc3)c3ccccc3)C2)CCO1 (stereo not drawn)	1.0	-2.3	-0.8	-1.1	-0.8	2.6	1.0	-0.7	28.7
CCC(=O)N1CCC1(C)C(=O)Nc1ccc2scnc2c1 (stereo not drawn)	-2.3	3.0	-2.0	-0.4	.	-0.3	.	-5.0	6.6
CC(OC(=O)c1cccnc1)C(=O)Nc1ccc2c(c1)OCO2 (stereo not drawn)	5.7	2.1	-3.3	.	0.5	1.6	-0.9	-0.3	0.5
COc1cc(NC(=O)CSc2nnnn2Cc2ccccc2)cc(OC)c1	4.7	1.3	0.7	.	-2.6	1.1	-1.3	-0.2	-3.0
CCOC(=O)c1c(NC(=O)c2ccc(S(=O)(=O)N3CCOCC3)cc2)sc2c1CC(C)(C)NC2(C)C	-1.0	8.2	-2.2	-2.6	1.4	-0.8	-1.1	-1.3	5.0
O=C(CC(=O)N1CCOCC1)N1CCOCC1	-4.4	5.3	-2.2	-0.4	.	0.8	-0.7	i	4.1
O=C(CCCOc1ccccc1)n1nnc2ccccc21	0.9	-9.8	-3.2	-0.4	0.8	.	-1.4	-0.3	-4.2
CN(C)S(=O)(=O)c1cccc(C(=O)NCC(=O)NC2CCN(Cc3ccccc3)CC2)c1	-0.5	-3.8	-3.4	0.0	1.5	-8.8	1.9	i	-6.8
Cn1ccsc1=NC(=O)c1ccc(S(=O)(=O)C(F)F)cc1	-0.8	8.0	0.1	-2.0	0.3	-1.1	0.2	-0.3	-1.6
CCOC(=O)c1[nH]c2ccc(OC)cc2c1NC(=S)N1CCN(c2ccccn2)CC1	5.8	-2.9	-0.1	.	0.5	0.8	3.9	-5.5	3.5
Cc1ccc(CSC2=Nc3ccccc3C3=NC(CC(=O)NCc4ccco4)C(=O)N23)cc1 (stereo not drawn)	7.8	5.5	-2.2	7.2	-0.3	.	2.3	-0.3	22.3
CC1(C)CC(=O)C(C=NCCN2CCN(C(=O)CC3CCCC3)CC2)=C(O)C1	-1.6	-0.3	0.3	0.3	.	.	-0.2	-5.3	5.8
CCOC(=O)C1CCN(C(c2cc3ccc(C)cc3[nH]c2=O)c2nnnn2C2CCCCC2)CC1 (stereo not drawn)	2.7	8.9	-3.4	.	1.3	.	-1.7	-2.2	0.6
CCOc1ccc(OCc2ccc(C(=O)NCC3CCCO3)o2)cc1 (stereo not drawn)	0.6	-3.3	-5.6	-0.9	0.7	.	-0.1	i	-3.5
COc1ccc(CN2C(=O)[C@@H]3C(c4ccccc4Cl)=NO[C@@H]3C2=O)cc1	1.7	-4.1	-1.2	-2.7	0.0	.	0.9	-0.6	-8.7
CCC(=O)c1cccc(-c2ccccc2)c1CC	1.3	9.1	?	-1.4	.	1.3	0.2	-0.4	-4.3
CC1CCN(c2c(NCc3ccc(C(=O)N4CCc5ccccc54)cc3)c(=O)c2=O)CC1	0.2	9.9	0.6	2.2	1.0	0.9	-1.0	-0.2	9.6
COc1cc(C(=O)Nc2nc3ccc(C)cc3s2)ccc1OCc1c(C)noc1C	-3.8	5.3	-1.3	-1.3	-1.0	.	-1.0	i	-4.0
COc1cc(CN2CCC(C(=O)NC3CCCC3)CC2)cc(OC)c1O	0.2	1.8	0.1	-0.6	-1.5	.	-0.3	i	8.1
COCCNC(=O)c1cc(-c2cccs2)on1	-2.2	0.9	-1.9	-0.9	0.5	-0.3	0.1	-0.2	1.6
CC12CN3CC(C)(CN(C1)C3c1cccs1)C2=O (stereo not drawn)	0.6	5.0	-2.3	0.7	1.8	.	0.7	-0.4	1.6
Cc1ccc(C)c(OCC(=O)OCc2csc(CC(=O)Nc3ccccc3C)n2)c1	0.7	-4.5	-1.0	-1.4	.	0.6	.	i	16.6
